# N370S GC mod = qHTS Assay for Inhibitors and Activators of N370S glucocerebrosidase as a Potential Chaperone Treatment of Gaucher Disease. N370S GC spleen homogenate, 4MU-glucoside fluorescence. Potency, µM (titrated, usually from 59.4 µM), inactives show at the top dose activity change, negative = inhibition, hits mostly inhibitors. 0.092% of 330,000 active. AID 2101, 2009;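 note: 0% = full enzyme activity and -100% = no enzyme basal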
# FEN1 inhibitor = qHTS Assay for the Inhibitors of Human Flap endonuclease 1 (FEN1); Recombinant FEN1 flap cleavage, fluorescence, 15 min; AID 588795, 2011; Potency, µM (top dose mostly 114 µM), inactives show top-dose activity change, negative = inhibition, actives largely listed as inhibitors; 0.35% of 390,000 active; P39748; note: nearly all actives have a fitted effect of over 65% in size
# Target sequence (P39748 whole entry, looked up): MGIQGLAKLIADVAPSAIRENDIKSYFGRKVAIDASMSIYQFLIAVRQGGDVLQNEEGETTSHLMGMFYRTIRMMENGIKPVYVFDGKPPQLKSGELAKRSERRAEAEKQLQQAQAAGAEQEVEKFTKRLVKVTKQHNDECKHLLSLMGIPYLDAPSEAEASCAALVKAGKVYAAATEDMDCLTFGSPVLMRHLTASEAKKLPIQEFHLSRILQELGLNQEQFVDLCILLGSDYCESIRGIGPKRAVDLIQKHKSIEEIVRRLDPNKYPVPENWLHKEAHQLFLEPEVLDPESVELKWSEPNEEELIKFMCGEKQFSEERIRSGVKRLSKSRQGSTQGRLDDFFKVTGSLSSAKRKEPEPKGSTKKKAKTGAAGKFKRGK
#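 Compounds are tested as a concentration series against 10 nM FEN1; after a 15 min room-temperature preincubation, 50 nM substrate starts cleavage, with plate reads at 0 and 15 min. Normalized responses are fitted by a Hill equation.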
# DT40 TDP1 CPT = qHTS for Inhibitors of human tyrosyl-DNA phosphodiesterase 1 (TDP1): qHTS in cells in presence of CPT; chicken DT40 Tdp1-/-;hTDP1 cells + 20 nM CPT, ATP luminescence, 48 h; Potency, µM (top dose mostly 46.2 µM), inactives show at the highest dose activity change, negative = growth inhibition, hits mostly inhibitors; 12% of 420,000 active; note: nearly all actives have a fitted effect of over 55% in size
#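 Chicken DT40 Tdp1-/- cells complemented with human TDP1, 400 cells/well, exposed to compounds plus 20 nM camptothecin for at least 48 h at 37 C; viability read as ATP content by CellTiter-Glo luminescence.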
# Starred values were filed as active, the others as inactive; u = inconclusive; x = not tested or not shown; & = joins results of further samples; [ ] = dose if it differs, or a comment. Calls come from the whole dose curve; as a rule, active = well fitted curve in the direction sought with a large enough effect; inconclusive = small, poorly fitted or top-dose-only effect, or another doubt; inactive = no such curve, though single readings can be large; an effect the other way counts as inactive or inconclusive. Unless noted, % is set by controls: 0 for no effect and ±100 for the full control effect; potency is the fitted concentration of half-maximal effect. The list is partial (hit frequency here may not be typical).
SMILES,N370S GC mod,FEN1 inhibitor,DT40 TDP1 CPT
COc1cc(OC)cc(C(=O)Nn2cc(C(=O)Nc3ccc(F)cc3F)c3ccccc3c2=O)c1,10%,-9%,13µM*
Cc1noc(N)c1C1(O)C(=O)N(C(C)C)c2ccccc21 (stereo not drawn),-4%,15%,7%
COc1ccc(CCNC(=O)CSC2=Nc3ccccc3C3=NC(CCC(=O)NCc4ccccc4)C(=O)N23)cc1OC (stereo not drawn),x,-2%,-23%
C#CCOCCOCCOCCNc1nc(N2CCN(C(=O)[C@H](CCCCN)n3cc([C@@H](N)C(C)CC)nn3)CC2)nc(N2CCN(C(=O)[C@H](CCCCN)n3cc([C@@H](N)CC(C)C)nn3)CC2)n1 (stereo partly drawn),-1%,10%,-26%
CCOC(=O)N1CCN(Cc2cc(Cl)c3cccnc3c2O)CC1,10%,-13%,0.82µM*
CC(=O)Oc1ccccc1C(=O)Nc1ccccc1C(=O)N1CCCC1,-1%,17%,1%
Nc1ncnc(Nc2c(F)cccc2F)n1,-2%,4%,3%
Cn1c(=O)c(=O)n(C)c2cc(S(=O)(=O)Nc3ccc(Cl)c(C(F)(F)F)c3)ccc21,x,20%,-13%
CCc1cc2c(cc3c(=O)n(CC(=O)NC4CCCCC4)nc(CC)n32)s1,x,-2%,-4%
CCCCCCOc1cccc(N)c1,2%,-19%,-3%
CCN(CC(=O)Nc1c(F)cccc1F)C(=O)CSc1ccccc1,-14%,3%,-10%
CC(C(=O)Nc1ccccc1-c1ccccc1)N(C)Cc1nc2ccccc2c(=O)[nH]1 (stereo not drawn),-3%,0%,13µM*

# Some of the entries above in a different format.
# Value order: N370S GC mod	FEN1 inhibitor	DT40 TDP1 CPT
C#CCOCCOCCOCCNc1nc(N2CCN(C(=O)[C@H](CCCCN)n3cc([C@@H](N)C(C)CC)nn3)CC2)nc(N2CCN(C(=O)[C@H](CCCCN)n3cc([C@@H](N)CC(C)C)nn3)CC2)n1 (stereo partly drawn)
→ -1%	10%	-26%
CCOC(=O)N1CCN(Cc2cc(Cl)c3cccnc3c2O)CC1
→ 10%	-13%	0.82µM*

# (next part)
SMILES,N370S GC mod,FEN1 inhibitor,DT40 TDP1 CPT
COc1cc(CNc2nc3c(C)cc(C)cc3s2)ccc1O,-8%,u,u
O=c1cc(CCl)nc2scc(-c3ccccc3)n12,-2%,18%,15µM*
COc1ccc(-n2c(C)cc(/C=N/Nc3nnc(C)n3N)c2C)cc1,-16%,-13%,23µM*
O=C(NCCCN1CCN(CCCNC(=O)c2cc([N+](=O)[O-])ccc2Cl)CC1)c1cc([N+](=O)[O-])ccc1Cl,13%,-1%,1%
CCOc1ccc(N(CC(=O)NCCSCc2ccco2)S(=O)(=O)c2ccc(F)cc2)cc1,0%,0%,u
Cc1nc(SCC(=O)N2CCCC2=O)nc(C)c1C,x,4%,0%
NC(=S)N/N=C/c1cn(CCC(=O)O)nc1-c1cccc(Br)c1,-4%,-3%,10%
CC1(C)Cc2c(sc(NC(=O)c3ccc(S(=O)(=O)N4CCCCCC4)cc3)c2C(N)=O)C(C)(C)N1,-16%,-10%,u
CCCC(C(=O)O)N1C(=O)/C(=C/c2cccn2C)SC1=S (stereo not drawn),6%,0%,-20%
CCOC(=O)C1(C(F)(F)F)N=C(C(F)(F)F)Nc2ccccc21 (stereo not drawn),-1%,-6%,3%
COc1ccc(OC)c(NC(=O)C(=S)NC2CCCCC2)c1,2%,-1%,-20%
COc1cc(NC(=S)NCCc2c[nH]c3ccccc23)c(OC)cc1Cl,3%,-15%,u
COC(=O)c1cn(N(C)c2ncc(C(F)(F)F)cc2Cl)c(=O)c2ccccc12,14%,-11%,u
C/C(Cn1cnc([N+](=O)[O-])n1)=N/NC(=O)COc1c(Cl)cc(Cl)cc1Cl,18%,-12%,-25%
CCCN(CCC)c1ncnc2nc[nH]c12,1%,4%,u
Cc1ccc(CN2CCC(n3nccc3NC(=O)CCCc3ccccc3)CC2)o1,-11%,-2%,u
CC(C)CN(C(=O)COC(=O)c1cccn1C)c1c(N)n(Cc2ccccc2)c(=O)[nH]c1=O,-8%,8%,16%
Cc1ccc(O)c(C2=Nc3ccccc3N=C(c3cccs3)C2)c1,1%,-12%,u
O=C(NC1CCCc2ccccc21)c1cccc(S(=O)(=O)N2CCOCC2)c1 (stereo not drawn),-16%,-15%,-22%
CCOC(=O)Cc1nn(CCc2ccccn2)c(=O)c2ccccc12,11%,12%,15%
O=C(c1c(O)c2ccccc2oc1=O)C1CCCCC1,4%,11%,u
COc1cc(S(=O)(=O)NCCCn2ccnc2)ccc1Cl,4%,-6%,-2%
CCc1ccc(NC(=O)C2=CC(c3cccs3)=NS(=O)(=O)N2C)cc1,3%,-19%&10%,u
CC(c1n[nH]c(=S)n1Cc1ccccc1)N(C)C (stereo not drawn),9%,11%,u
O=C(CCc1nnc(C2CCCCC2)o1)N1CCCCC1CCn1cccn1 (stereo not drawn),-13%,-7%,-8%
COc1cc(-c2cc(C(=O)N3CCN(c4ccccn4)CC3)c3ccccc3n2)cc(OC)c1OC,1%[2.35 µM],-22%,u
CCC(Sc1n[nH]c(=O)[nH]c1=O)C(=O)OCc1ccccc1 (stereo not drawn),26%,30%,-7%
CCc1nnc(NS(=O)(=O)c2ccc(NC(=S)NC(=O)/C=C/c3ccc(OC)cc3)cc2)s1,2%,50µM*,-8%
O=C(COC(=O)c1ccc2c(c1)OCCO2)Nc1cc(S(=O)(=O)N2CCOCC2)ccc1Cl,3%,12%,1%
CCOC(=O)c1cc2sccc2n1CC(=O)N1CCCC1,-1%,-17%,-19%
O=C(N1CCCCC1)N1CCN(C(c2ccccc2)c2ccccc2)CC1,20%,-22%,u
C=CCn1nc([N+](=O)[O-])nc1Sc1cccc2cccnc12,12%,-5%,5.2µM*
NC(=O)CC(NC(=O)c1cccc(Br)c1)c1ccc(N2CCC(Br)CC2)c([N+](=O)[O-])c1 (stereo not drawn),2%,-5%,21µM*
O=C(NCC(c1ccco1)S(=O)(=O)c1cccs1)c1c(F)cccc1F (stereo not drawn),x,3%,u
CCOC(=O)c1cnc(SC)nc1N,6%,2%,6%
N#Cc1nc(COc2ccc(F)cc2)oc1NCCCn1ccnc1,-24%,-11%,-25%

# 7 records drawn at random from those above, as already listed:
SMILES,N370S GC mod,FEN1 inhibitor,DT40 TDP1 CPT
COc1cc(-c2cc(C(=O)N3CCN(c4ccccn4)CC3)c3ccccc3n2)cc(OC)c1OC,1%[2.35 µM],-22%,u
COC(=O)c1cn(N(C)c2ncc(C(F)(F)F)cc2Cl)c(=O)c2ccccc12,14%,-11%,u
Cc1ccc(CN2CCC(n3nccc3NC(=O)CCCc3ccccc3)CC2)o1,-11%,-2%,u
O=C(NCCCN1CCN(CCCNC(=O)c2cc([N+](=O)[O-])ccc2Cl)CC1)c1cc([N+](=O)[O-])ccc1Cl,13%,-1%,1%
O=c1cc(CCl)nc2scc(-c3ccccc3)n12,-2%,18%,15µM*
COc1cc(CNc2nc3c(C)cc(C)cc3s2)ccc1O,-8%,u,u
O=C(NCC(c1ccco1)S(=O)(=O)c1cccs1)c1c(F)cccc1F (stereo not drawn),x,3%,u

# Next records:
SMILES,N370S GC mod,FEN1 inhibitor,DT40 TDP1 CPT
COc1ccccc1C1(O)C(=O)Nc2ccccc21 (stereo not drawn),-23%,5%,-3%
COCC1CCCCN1C(=O)c1ccc2nc(Cc3ccc(OC)c(OC)c3)oc2c1 (stereo not drawn),-2%,-13%,12µM*
COc1ccc2c(c1)C=C(CN1CCN(C3CCCC3)C(CCO)C1)CO2 (stereo not drawn),0%,-3%,-8%
COc1cccc(OCC(=O)Nc2cc(Cl)ccc2Oc2ccccc2)c1,u,-17%,-12%
CC1=CC(C)C2(COC(c3ccc[n+](C)c3)OC2)C(C)C1 (stereo not drawn),4%,-8%,5.8µM*
CC(=O)c1cccc(NC(=O)COc2ccccc2C(=O)c2cc(C#N)c(=O)n(C3CCCCC3)c2)c1,u,-10%,u
CC1(C)O[C@@H]2C[C@H]3[C@@H]4C[C@H](F)C5=CC(=O)CC[C@]5(C)[C@H]4[C@@H](O)C[C@]3(C)[C@]2(C(=O)CO)O1,11%,18%,u
CCOC(=O)c1nnn(-c2nonc2N)c1CN(C)Cc1ccccc1,6%,-3%,-8%
O=C(Nc1ccc(N2CCOCC2)c(Cl)c1)c1ccc(Br)o1,10%,-18%,u
COc1ccc(-n2c(N)c(C(=O)NCc3ccco3)c3nc4ccccc4nc32)c(OC)c1,u,-8%,23µM*
O=C(Nc1ccc(Oc2ccccc2)cc1)C1CC1,5%,-2%,21µM*
C#CCOCCOCCOCCNc1nc(N2CCOCC2)nc(N2CCN(C(=O)[C@H](CO)n3cc([C@@H](N)C(C)C)nn3)CC2)n1,x,4%,0%
C=C(C)COc1ccc(-c2nc(N)nc(C)c2-c2ccc(OC)cc2)c(O)c1,-6%,-23%,u
Cc1cccc(NC(=O)CN2C(=O)NC(C)(c3ccc4ccccc4c3)C2=O)n1 (stereo not drawn),-2%,-6%,-14%
CCOC(=O)c1c(C)[nH]c(C(=O)OC(C)C(=O)Nc2ccccc2OC)c1C (stereo not drawn),-4%,12%,16µM*
CCCN(CCC)C(=O)CSc1nc2ccccc2c(=O)n1Cc1ccco1,x,-15%,18µM*
CCC1(c2ccccc2)NC(=O)N(CC(=O)NCc2ccncc2)C1=O (stereo not drawn),-14%,-3%,0%
COc1ccc(/C=C2\N=C(c3ccccc3)N(c3ccc(C(=O)O)cc3)C2=O)cc1OC,-2%,-12%,-4%
CN(CC(=O)NC1CCCCCC1)S(=O)(=O)c1ccccc1,2%,-2%,-7%
CN(C)c1ccc(/C=C/C=C2/SC(=S)N(c3ccccc3)C2=O)cc1,-5%,-9%,18µM*
COCCCN1C(=O)C(=O)/C(=C(/O)c2ccc(OC(C)C)cc2)C1c1ccc(O)c(OC)c1 (stereo not drawn),-4%,3%,-8%
COCCNC(=O)C(c1ccc(C)cc1)N(C(=O)CCC(=O)Nc1ccccn1)C1CCCCC1 (stereo not drawn),-5%,-6%,5%
CCC(c1nnc(SCC(=O)NC2CCCCC2)n1Cc1ccccc1)N(C)C (stereo not drawn),-8%,-10%,8%
COc1ccc(S(=O)(=O)N2CCCCCC2)cc1C(=O)NCc1ccc(C)cc1,x,-5%,u
CCCc1nc2sc3ccccc3c(=O)c2c(=O)n1Cc1ccco1,-17%,-4%,u
CCNC(=S)NNC(=O)c1csc(C)c1,-8%,9%,2%
COc1ccccc1N1CCN(CC(O)COc2c(OC)cccc2OC)CC1 (stereo not drawn),-8%,7%,16µM*
Oc1c(C=C2N=c3ccccc3=N2)sc(=S)n1C1CCCC1,-1%,-1%,-7%
CC(C)Cn1c(CCC(=O)O)ccc1-c1cccs1,8%,4%,-13%
CC(C)CNC(=S)NC(=O)c1ccc(F)cc1,13%,2%,18µM*
CCc1cc2c(cc3c(=O)n(CC(=O)NC4CCC(C)CC4)nc(CC)n32)s1 (stereo not drawn),x,4%,u
COc1ccc(S(=O)(=O)N2CCC(c3ccncc3)CC2)cc1OC,x,-5%,-27%
CSCCC(NC(=O)c1ccco1)C(=O)NCC1CCCO1 (stereo not drawn),x,23%,16%
Cc1cccc(S(=O)(=O)c2c(C)cc(C)nc2Cl)c1,6%,1%,-6%
COc1ccc(CNc2nc(-c3ccc(N(C)C)cc3)nc3ccccc23)c(OC)c1,u,x,4.1µM*
CCCN1CCN(C(=O)Cn2c(-c3cccs3)cc3ccccc32)CC1,x,16%,u
CN(Cc1ccccc1)c1ncnc2c1nnn2C,x,-1%,-16%
COc1ccc2nc(C)cc(SCC(NC(C)=O)C(=O)OC(C)C)c2c1 (stereo not drawn),-3%,16%,u
COc1ccc(C2C(C)C(=O)C(C)C(c3ccc(OC)cc3)N2N=O)cc1 (stereo not drawn),x,-19%,-14%
Cc1c(C(=O)NNC(=S)NCc2ccc(Cl)cc2)oc2ccccc12,-1%,2%,6%

# Screening data deposited in PubChem BioAssay by National Center for Advancing Translational Sciences (NCATS).
